HepG2 tox – counter-screen for TGF-b inhibitors: cytotoxicity in HepG2 cells; HepG2 CAGA-GFP viability, ATP luminescence, 18 h; Potency, µM (top dose mostly 46.1 µM), for inactives: top-dose activity change, negative = cytotoxicity, hits mostly cytotoxic; 410,000 compounds, 0.76% hits; further: potency means the concentration at half of the fitted maximal effect; some results filed as inactive show a strong effect at the top dose
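HepG2 CAGA-GFP cells (1000/well, DMEM with 1% FBS) received compound, then TGF-beta at 500 pg/mL final, and were incubated 18 hours at 37 degrees C. Viability was read by CellTiter-Glo luminescence. Media-only wells were set as complete cell-killing and DMSO as no toxicity.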
Nrf2 activator – Nrf2 pathway activation. AREc32 ARE-luciferase reporter (MCF7-derived line), luminescence, 24 h. Potency, µM (doses to about 46.1 µM), for the others: at the top dose activation, most hits filed as activators. 410,000 compounds, 0.31% hits; further: potency means the concentration at half of the fitted maximal effect; % of control where 0% means no effect; nearly all actives have a fitted effect of over 65% in size
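AREc32 cells carrying an ARE-driven firefly luciferase reporter were seeded at 1000 cells/well in OPTI-MEM with 5% FBS, then exposed to compound for 24 hr at 37 deg C. Luminescence was read with Steady-Glo after 30 min at RT.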
CCT modulator – cytosolic chaperonin activity modulation. purified chaperonin ATPase assay, HTRF ADP detection, 30 min. activity change, % (no concentration beside the values), hits read low. 360,000 compounds, 0.3% hits. AID 651819; in the data active means activity change below about -30%; further: on the % scale 0 is the no-effect control and ±100 the full control effect
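We incubate TRiC, 40 or 20 nM final, with library compounds at 76 uM and 10 uM ATP for 30 min at 37 °C. ADP formed is detected with Transcreener HTRF reagents after 30 min at room temperature.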
A549 tox – counter-screen for Nrf2 inhibitors: cytotoxicity in A549 cells. AID 504648. 390,000 compounds, 0.16% hits. Potency, µM (top dose mostly 46 µM), for inactives: at the top dose activity change, negative = cytotoxicity, usual class: inhibitors. A549 ARE-Fluc cells, CellTiter-Fluor viability, 18-24 h; further: potency means the concentration at half of the fitted maximal effect; on the % scale 0 is the no-effect control and ±100 the full control effect
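Cytotoxicity counterscreen: CellTiter-Fluor fluorescence was measured in A549 ARE_Fluc cells after 18-24 h of compound exposure in a concentration series. The subsequent BugLite luminescent read reports ARE-luciferase activity.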
Abeta yeast res – compounds reversing amyloid beta toxicity in yeast; yeast expressing A-beta42, growth rescue, OD600, 48 h; response scale: 0% DMSO, 100% iron-clioquinol control; Potency, µM (highest dose often 46.1 µM), for inactives: at the top dose growth rescue, usual class: activators; 410,000 compounds, 0.063% hits; AID 1347071; further: potency means the concentration at half of the fitted maximal effect; nearly all actives have a fitted effect of over 55% in size
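Yeast growth medium received pinned compounds, then yeast cells expressing toxic A-beta were added; plates incubated at 30 C for 48 hr. Growth read as absorbance at 600 nm, normalized to DMSO and equimolar FeCl3 plus clioquinol controls.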
TGFb SMAD3 inh – TGF-b pathway inhibition. HepG2 CAGA-GFP TGF-b/SMAD3 reporter, GFP fluorescence, 18 h; TGF-beta stimulated, 500 pg/mL final. Potency, µM (doses to about 46.1 µM), for the others: at the highest dose activity, negative = inhibition, hits mostly inhibitors. 410,000 compounds, 1.2% hits; further: potency means the concentration at half of the fitted maximal effect; on the % scale 0 is the no-effect control and ±100 the full control effect; nearly all actives have a fitted effect of over 65% in size
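HEPG2 CAGA-GFP reporter cells (1000/well, DMEM with 1% FBS) received compounds, then recombinant TGF-beta at 500 pg/mL final for 18 hours at 37 degrees C. Per-cell GFP summed per well was normalised to unstimulated and stimulated DMSO controls before curve fitting.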
Mm-Cpn inhibitor – M. maripaludis TRiC chaperonin inhibition; purified Mm-Cpn ATPase, ADP Transcreener TR-FRET; Potency, µM (series often up to 76.9 µM), without a hit: at the top dose activity, negative = inhibition, hits mostly inhibitors; 330,000 compounds, 0.031% hits; further: potency means the concentration at half of the fitted maximal effect; on the % scale 0 is the no-effect control and ±100 the full control effect; nearly all actives have a fitted effect of over 80% in size
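Reaction buffer contained 30 mM Tris pH 7.4, 100 mM KCl, 5 mM MgCl2 and 1 mM DTT. Mm-CPN (25 nM final) hydrolysed 10 uM ATP over 30 min at 37°C; ADP was read by HTRF.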
Akt phos inh – Akt phosphorylation inhibition; Neuro2A IGF-stimulated pAkt S473 HTRF, 20 min; stronger effect = lower value; activity change, % for hits at 50 µM; 360,000 compounds, 0.32% hits; in the data active means activity change below about -80%; inconclusive means mostly about -51% to -80%; further: on the % scale 0 is the no-effect control and ±100 the full control effect
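Neuro2A cells (4,500/well, DMEM with 0.5% FBS) were treated with compound at a single 50 µM final concentration, stimulated with 6 nM IGF for 20 min at 37 °C, and lysed. Phospho-Akt Ser473 was read by HTRF as 665/615 ratio ×10^4.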
Nrf2 inh – Nrf2 pathway inhibition. A549 ARE-Fluc reporter, luciferase luminescence, 18-24 h. Potency, µM (series often up to 46 µM), without a hit: top-dose activity change, negative = inhibition, most hits filed as inhibitors. 360,000 compounds, 2.1% hits. AID 504444; further: potency means the concentration at half of the fitted maximal effect; on the % scale 0 is the no-effect control and ±100 the full control effect; nearly all actives have a fitted effect of over 60% in size
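Reporter: ARE-Fluc in A549. Exposure: 18-24 h, 37 °C, 5% CO2, 5% FBS OPTI-MEM. Readouts: fluorescent cytotoxicity (CellTiter-Fluor), then luminescent Nrf2 signal after BugLite.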
Numbers without * were called inactive; i = inactive; ? = inconclusive; nt = no result given. Unless noted, the call rests on the fitted dose curve; in most records, active means well fitted curve in the direction sought with a large enough effect; inconclusive means small, poorly fitted or top-dose-only effect, or another doubt; inactive means no such curve, though single readings can be large; an effect the other way counts as inactive or inconclusive.

SMILES	HepG2 tox	Nrf2 activator	CCT modulator	A549 tox	Abeta yeast res	TGFb SMAD3 inh	Mm-Cpn inhibitor	Akt phos inh	Nrf2 inh
Cc1cccc(NC(=O)COc2ccc(Br)cc2C)n1	-11.5%	0.5%	-3.1	19.5%	-4.0%	0.0%	0.2%	i	?
Cc1c(NC(=O)Cc2ccc(F)cc2)cccc1-c1nc2cccnc2s1	-2.1%	-0.4%	nt	-1.1%	-2.8%	-22.5%	nt	nt	-17.4%
c1ccc2occc2c1	-15.5%	0.0%	-0.4	-1.4%	-9.0%	0.7%	-1.2%	i	-10.8%
Cc1ccccc1C(=O)NC1CCN(C(=O)Nc2ccc(F)cc2)CC1	-5.8%	-0.1%	-1.9	-15.4%	-7.6%	4.3%	0.6%	i	-24.7%
Cc1nnc(SCC(=O)NC2CCCCCC2)n1N	7.5%	-0.5%	0.6	5.1%	-22.1%	25.5%	0.2%	i	2.8%
CNC(=S)NNc1nc(C)cc(C)n1	1.5%	0.5%	0.7	0.2%	-6.9%	9.5%	0.1%	i	-8.0%
COc1ccccc1N(CC(=O)NCCSCc1cccc(C)c1)S(=O)(=O)c1ccccc1	-13.1%	-0.7%	-0.6	?	16.1%	-19.3%	0.4%	i	?
O=C(C1CC1)N1CCc2cc(Br)cc(S(=O)(=O)NCCCN3CCCCC3)c21	-3.7%	0.1%	-0.3	0.0%	-7.0%	13.4%	-1.6%	i	?
CCC(=O)NCCc1nc2ccccc2n1Cc1ccc(C)cc1	-27.1%	-1.0%	-2.3	0.9%	-6.1%	0.0%	-1.5%	i	-3.7%
Cc1ccc(Sc2c(C)nn(C(=O)c3cccc(S(=O)(=O)N4CCOCC4)c3)c2C)cc1	9.5%	-0.5%	2.3	-1.2%	28.7%	-0.2%	-4.7%	i	nt
O=C(COC(=O)c1cc(-c2cccs2)nc2ccccc12)c1ccc(Br)cc1	4.8%	-0.9%	nt	-3.4%	-7.9%	15.5%	nt	nt	7.1%
Cc1csc2nc(O)c(C(=O)NCCN3CCOCC3)c(=O)n12	6.9%	-0.4%	-2.2	-2.1%	10.5%	1.1%	1.6%	i	4.0%
CCOC(=O)COc1nc(-c2ccccc2)cc(-c2ccco2)c1C#N	1.6%	17.4%	0.4	5.4%	5.4%	13.8%	-1.0%	i	1.6%
O=S(=O)(c1ccc(NC(=S)N2CCN(c3ccccc3F)CC2)cc1)N1CCOCC1	-2.4%	-0.8%	-1.1	-2.8%	-9.8%	3.9%	3.3%	i	13µM*
CCc1ccccc1NNC(=O)CCc1ccccc1	-9.9%	0.8%	-1.0	-2.4%	?	?	-2.9%	i	-11.1%
CCCCOc1ccc(C(=O)Oc2cccnc2)cc1	-1.8%	0.0%	2.0	1.4%	1.1%	-6.3%	1.6%	i	-5.8%
COc1ccc(CCNC(=O)CC(NC(=O)c2ccccc2Cl)c2ccccc2)cc1 (centres undefined)	2.5%	0.2%	-1.6	-13.5%	0.2%	3.9%	0.5%	i	-7.5%
CCc1nc(Nc2cccc(O)c2)c2oc3ccccc3c2n1	-7.7%	-2.0%	0.4	2.3%	4.0%	?	-1.7%	i	-3.3%
Cc1cc(F)c(F)c(C(=O)N2CCOCC2)c1Cl	-11.9%	0.2%	-1.3	0.7%	6.6%	18.4%	1.2%	i	-12.9%
COc1ccc(NC(=O)CCNS(=O)(=O)c2cc(Br)cnc2N)cc1OC	3.7%	-0.2%	0.7	-4.8%	6.7%	12.2%	-24.5%	i	-4.3%
O=C(NCC(=O)N(c1cccnc1)C(C(=O)NC1CCCC1)c1cccs1)c1ccco1 (centres undefined)	-0.7%	1.5%	2.4	-10.3%	1.9%	6.4%	0.9%	i	2.9%
CC(=O)n1c(-c2ccccc2)c(-c2ccccc2)n(C)c1=O	0.2%	4.9%	-2.9	0.9%	-17.2%	1.3%	nt	i	-3.0%
COc1ccc(NC(=O)CSc2ccc(-c3cccnc3)nn2)c(OC)c1	0.4%	-0.1%	-3.9	-0.7%	0.1%	?	-7.2%	i	-27.5%
Cc1c(NC(=O)[C@@H](NC(=O)c2ccc(Cl)c([N+](=O)[O-])c2)C(C)C)c(=O)n(-c2ccccc2)n1C	-1.9%	24.0%	1.5	0.3%	8.1%	1.0%	-1.6%	i	0.6%
CCN(C(=O)c1ccc2c(OC)n(CC)nc2c1)c1ccc(OC)cc1	1.5%	0.9%	-0.2	-0.6%	1.7%	?	-1.7%	i	6.4%

No new results follow: entries from further up.
SMILES	HepG2 tox	Nrf2 activator	CCT modulator	A549 tox	Abeta yeast res	TGFb SMAD3 inh	Mm-Cpn inhibitor	Akt phos inh	Nrf2 inh
Cc1cccc(NC(=O)COc2ccc(Br)cc2C)n1	-11.5%	0.5%	-3.1	19.5%	-4.0%	0.0%	0.2%	i	?
Cc1c(NC(=O)Cc2ccc(F)cc2)cccc1-c1nc2cccnc2s1	-2.1%	-0.4%	nt	-1.1%	-2.8%	-22.5%	nt	nt	-17.4%

The list continues.
SMILES	HepG2 tox	Nrf2 activator	CCT modulator	A549 tox	Abeta yeast res	TGFb SMAD3 inh	Mm-Cpn inhibitor	Akt phos inh	Nrf2 inh
O=C1CN(c2ccccc2)C(=S)N1C(=O)c1ccc(Br)cc1	26.7%	7.1%	-3.8	0.2%	0.9%	-3.3%	-2.1%	i	?
CCOc1ccccc1NC(=O)Cn1ccn(-c2ccccc2)c(=O)c1=O	-0.7%	0.0%	nt	1.8%	9.8%	0.5%	nt	nt	17.8%
C=C(C)CSc1nnc([C@@H]2CCCN2C(=O)OC(C)(C)C)o1	-11.3%	-0.1%	-2.2	-3.5%	3.3%	-0.5%	1.5%	i	-11.5%
CCOC(=O)C(=CNc1ccc(Oc2cncc(Cl)c2)nc1)C(=O)OCC	-57.1%	-0.5%	-1.2	-1.6%	-23.1%	0.0%	1.0%	i	-19.2%
Cn1c(CCCNC(=O)c2cccs2)nc2ccccc21	-36.0%	-0.2%	-1.8	0.4%	-2.4%	0.6%	-1.2%	i	13.0%
Cc1nnsc1C(=O)N/N=C/c1c(F)cccc1Cl	19.2%	-0.3%	-1.8	-10.9%	-18.5%	3.7%	-6.0%	i	0.5%
Cc1ccc(C(=O)NCCCc2ccccc2)s1	-7.1%	5.3%	-1.1	-3.6%	8.8%	-24.8%	0.1%	i	?
O=C1/C(=C/c2ccncc2)SC(=S)N1N1CCOCC1	-1.6%	-0.4%	1.0	-1.5%	20.2%	-1.0%	-0.4%	i	3.6%
O=Cc1cnc(N2CCCCC2)s1	25.9%	4.9%	2.3	2.5%	12.9%	9.8%	1.7%	i	?
CC(C)(C)NC(=O)c1cnn2c1NC(c1ccc(F)cc1)CC2C(F)(F)F (centres undefined)	-2.4%	0.4%	-1.7	-19.5%	9.8%	1.9%	-0.1%	i	nt
CC1CC=C(O)C12OCC(C)(C)CO2 (centres undefined)	-11.7%	-0.8%	-5.2	-2.2%	-3.6%	-9.8%	nt	i	-6.6%
COc1ccc(C)cc1NC(=O)C1CCN(C(=O)c2ccco2)CC1	-35.2%	-0.4%	-0.2	0.6%	2.2%	14.6%	-0.9%	i	-1.6%
CCOc1nc(NCCO)nc(Nc2cc(Cl)ccc2OC)n1	-6.6%	3.6%	2.2	7.2%	-1.1%	-23.6%	-8.0%	i	-10.6%
O=C(CC(=O)Nc1cccnc1)Nc1cccnc1	-14.5%	-1.3%	-4.9	-0.3%	-15.5%	3.8%	-1.1%	i	-6.9%
O=C(c1ccc(NS(=O)(=O)c2ccc3[nH]c(=O)[nH]c3c2)cc1)N1CCCCC1	-24.5%	0.1%	0.8	2.2%	3.6%	12.3%	0.7%	i	4.1%
CC(C)CNC(=O)COC(=O)CCC(=O)c1ccc(F)cc1	6.4%	-0.1%	-4.2	4.1%	-0.1%	0.0%	-1.2%	i	9.6%
O=C(Nc1ccc(S(=O)(=O)Nc2cnc3ccccc3n2)cc1)c1ccc(Br)o1	-7.0%	0.0%	-1.9	7.6%	5.4%	9.3%	-2.4%	i	-39.4%
N#Cc1c(Nc2ccccc2)s[nH]c1=O	-6.5%	4.3%	-7.3	8.7%	17.1%	?	-0.6%	i	-8.7%
CC1=C(C(=O)N2CCCCCC2)CC(CC(=O)NCCc2ccccn2)C(=O)N1Cc1ccc(F)cc1 (centres undefined)	nt	-0.5%	-0.1	nt	-16.3%	nt	nt	i	nt
COc1cc(C2NC(=S)NC3=C2CCc2ccccc23)cc(OC)c1OC (centres undefined)	-0.7%	-0.7%	0.9	-1.5%	10.0%	3.9%	0.3%	i	-31.5%
COc1ccc(OCC(=O)N2CCN(C(=O)c3cccc(OC)c3OC)CC2)cc1	0.4%	-1.3%	nt	0.9%	-15.8%	37.6%	nt	nt	8.0%
O=C(CSc1nnc(CNC(=O)c2c(F)cccc2F)o1)NCCc1ccccc1	-22.9%	-0.1%	0.7	0.0%	3.3%	0.0%	-0.2%	i	-12.1%
Fc1ccc(Oc2cnc3ccccc3n2)cc1	4.8%	-0.7%	-0.9	-4.3%	-2.3%	0.8%	-19.7%	i	8.9%
Cc1ccccc1CN1[C@@H](C(C)C)COCCS1(=O)=O	5.4%	-0.5%	-1.2	1.0%	1.6%	2.4%	nt	i	10.4%
Cc1cc(C)c(C)c(S(=O)(=O)N(C)C2CCN(C)CC2)c1C	-14.3%	-0.5%	1.4	-5.4%	-14.2%	5.7%	-1.6%	i	-8.0%
Nc1c(C(=O)c2cccs2)oc2ccccc12	-18.4%	?	0.1	-27.3%	2.6%	16.7%	-5.0%	i	8.9%
CCNC(=S)N1CCN(S(=O)(=O)c2ccc(C)cc2)CC1	-11.1%	-0.3%	2.9	7.1%	-17.0%	-4.7%	1.6%	i	?
